Source: PubChem (National Center for Advancing Translational Sciences (NCATS))
GLP-1R agonist: agonists of human GLP-1 receptor | P43220 | 380,000 tested, 0.007% active | HEK293 GLP-1R CRE-luciferase, luminescence, 4-6 h; cells express a hypersensitive GLP-1R form | Potency, µM (highest dose often 45.6 µM), for the others: at the highest dose activation, most hits filed as activators; further: potency means the concentration at half of the fitted maximal effect; % of control where 0% means no effect
Abeta rescue: A-beta toxicity reversal in yeast; yeast expressing A-beta42, growth rescue, OD600, 48 h; response scale: 0% DMSO, 100% iron-clioquinol control; Potency, µM (titrated, usually from 46.1 µM), inactives show at the highest dose growth rescue, hits mostly activators; 410,000 tested, 0.063% active; further: potency means the concentration at half of the fitted maximal effect; nearly all actives have a fitted effect of over 55% in size
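Yeast growth medium received pinned compounds, then yeast cells expressing toxic A-beta were added; plates incubated at 30 C for 48 hr. Growth read as absorbance at 600 nm, normalized to DMSO and equimolar FeCl3 plus clioquinol controls.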
TDP-43 yeast inh: inhibitors of TDP-43 toxicity in yeast; TDP-43 expressing yeast growth rescue, BacTiter-Glo, 24 h; Potency, µM (doses to about 46.1 µM), for the others: at the top dose growth rescue (activation), usual class: activators; 410,000 tested, 1.8% active; AID 652104; further: potency means the concentration at half of the fitted maximal effect; % of control where 0% means no effect; nearly all actives have a fitted effect of over 50% in size
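Readout is BacTiter-Glo luminescence of cell growth, so inhibitors register as activators. TDP-43-expressing yeast at OD600=0.02 in galactose medium, after raffinose pregrowth to mid-log, were incubated with compound for 24 hr at 30 deg C.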
GLP1R inv ag: acts as inverse agonist at human GLP-1 receptor. Potency, µM (highest dose often 38.3 µM), inactives show top-dose activity change, negative = inhibition, hits mostly inhibitors. HEK293 GLP-1R CRE-luciferase, luminescence, 24 h; GLP-1R form is constitutively active. AID 624417. P43220. 410,000 tested, 1.6% active; further: potency means the concentration at half of the fitted maximal effect; on the % scale 0 is the no-effect control and ±100 the full control effect; nearly all actives have a fitted effect of over 55% in size
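Constitutively active GLP-1R drives a cAMP-responsive luciferase in stably transfected HEK293 cells; test compounds are added after overnight (12 h) attachment and left 24 hr, and signal loss in luminescence marks inhibition.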
Akt phos inh: Akt phosphorylation inhibition | Neuro2A IGF-stimulated pAkt S473 HTRF, 20 min; hits give low values | activity change, % for hits at 50 µM | 360,000 tested, 0.32% active | AID 651550; in the data active means activity change below about -80%; inconclusive means mostly about -51% to -80%; further: on the % scale 0 is the no-effect control and ±100 the full control effect
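Single-point screen (50 µM final compound) in Neuro2A cells stimulated 20 min with 6 nM IGF at 37 deg C. After lysis, Ser473-phosphorylated Akt read by HTRF (ex 330 nm, em 615/665 nm) as the 665/615 ratio.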
PTHR1 ag: activates the human parathyroid hormone receptor PTHR1. Q03431. Potency, µM (highest dose often 115 µM), for inactives: at the top dose activation, usual class: activators. HEK293 GP2 PTHR1 cells, GloSensor cAMP luminescence, 1 h. 410,000 tested, 0.075% active; further: potency means the concentration at half of the fitted maximal effect; nearly all actives have a fitted effect of over 55% in size; some results filed as inactive show a strong effect at the top dose; inactives centre near -15; many of its hits are not listed in these tables
Target sequence (Q03431 whole entry, looked up): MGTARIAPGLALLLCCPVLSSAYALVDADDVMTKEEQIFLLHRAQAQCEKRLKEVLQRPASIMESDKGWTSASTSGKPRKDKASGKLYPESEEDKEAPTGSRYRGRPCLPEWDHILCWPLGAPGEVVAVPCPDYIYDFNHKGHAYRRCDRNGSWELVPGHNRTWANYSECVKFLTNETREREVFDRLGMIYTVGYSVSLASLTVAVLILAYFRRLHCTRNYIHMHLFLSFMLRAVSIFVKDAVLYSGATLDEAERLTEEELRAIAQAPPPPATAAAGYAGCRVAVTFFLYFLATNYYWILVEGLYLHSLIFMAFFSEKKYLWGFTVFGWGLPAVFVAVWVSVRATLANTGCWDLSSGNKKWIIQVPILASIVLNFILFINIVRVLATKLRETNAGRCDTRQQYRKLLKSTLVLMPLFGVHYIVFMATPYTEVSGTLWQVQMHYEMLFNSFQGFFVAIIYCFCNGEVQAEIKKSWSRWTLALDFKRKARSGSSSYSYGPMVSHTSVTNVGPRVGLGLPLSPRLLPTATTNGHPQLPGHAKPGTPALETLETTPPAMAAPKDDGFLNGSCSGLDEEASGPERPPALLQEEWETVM
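HEK-293-derived GP2 cells expressing PTHR1 and a GloSensor cAMP reporter, 3,000/well, plated overnight, given luciferin plus IBMX (each 0.5 mM as added) for 1 h at 37 °C, then compound for 1 h at 37 °C. Luminescence was read after 15 min at room temperature.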
FUS yeast rescue: rescues growth of FUS-expressing yeast | AID 1347120 | S. cerevisiae FUS-expressing, growth rescue, OD600, 24 h | 390,000 tested, 0.24% active | Potency, µM (doses to about 76.6 µM), for the others: at the highest dose growth rescue (activation), actives largely listed as activators;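 further: potency means the concentration at half of the fitted maximal effect; plate controls were DMSO vehicle for no effect and reference control for full effect; nearly all actives have a fitted effect of over 55% in size; some results filed as inactive show a strong effect at the top dose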
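Galactose (2%) drives FUS expression in yeast precultured in raffinose; seeding density OD 0.005. Test compounds incubated 24hr at 30C and 99% humidity before absorbance at 600 nm was measured.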
D3 antag: D3 dopamine receptor (human) antagonism. D3R cells, DiscoveRx beta-arrestin luminescence, antagonist mode; hits give low values. 360,000 tested, 2.5% active. max response, negative = inhibition, %. P35462. AID 652054; in the data active means max response below about -50%; inconclusive means no clear call, values can overlap the other calls; further: on the % scale 0 is the no-effect control and ±100 the full control effect; mostly tested at two doses, the higher about 12 µM
Target sequence (P35462 whole entry, looked up): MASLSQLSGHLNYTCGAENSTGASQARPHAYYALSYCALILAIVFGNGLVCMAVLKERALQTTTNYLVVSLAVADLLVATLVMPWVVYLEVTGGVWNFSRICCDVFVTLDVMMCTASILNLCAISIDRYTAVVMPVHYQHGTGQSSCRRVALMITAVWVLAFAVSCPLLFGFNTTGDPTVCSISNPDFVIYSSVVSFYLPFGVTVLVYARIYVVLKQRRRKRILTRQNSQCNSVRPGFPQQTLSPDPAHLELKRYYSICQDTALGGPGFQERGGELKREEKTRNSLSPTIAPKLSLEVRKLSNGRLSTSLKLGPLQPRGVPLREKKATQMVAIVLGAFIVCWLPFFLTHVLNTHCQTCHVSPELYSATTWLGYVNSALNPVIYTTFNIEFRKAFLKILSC
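Cells plated overnight at 1500 cells/well, then exposed to library compounds with dopamine controls for 90 minutes at 37 degrees C. DiscoveRx reagent added for 30–60 minutes at room temperature; luminescence read, quantitative HTS format.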
aSyn rescue: inhibitors of alpha-synuclein toxicity in yeast. 370,000 tested, 0.14% active. Yeast expressing alpha-synuclein, growth rescue, BacTiter-Glo, 24 h. AID 652106. Potency, µM (series often up to 46.1 µM), for inactives: at the highest dose growth rescue (activation), usual class: activators; further: potency means the concentration at half of the fitted maximal effect; % of control where 0% means no effect; nearly all actives have a fitted effect of over 65% in size
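Readout is rescue of growth in alpha-synuclein-expressing yeast, so inhibitors of toxicity appear as activators. Growth after 24 hr at 30 deg C in galactose medium is quantified by luminescence.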
Numbers without * were called inactive; i = inactive; u = inconclusive; x = no result given; [ ] = remark or other dose. Unless noted, the call rests on the fitted dose curve; in most records, active means well fitted curve in the direction sought with a large enough effect; inconclusive means small, poorly fitted or top-dose-only effect, or another doubt; inactive means no such curve, though single readings can be large; an effect the other way counts as inactive or inconclusive.

Values run as follows: GLP-1R agonist | Abeta rescue | TDP-43 yeast inh | GLP1R inv ag | Akt phos inh | PTHR1 ag | FUS yeast rescue | D3 antag | aSyn rescue
COc1ccc(CC(=O)Nc2cc(F)ccc2F)cc1S(=O)(=O)N1CCOCC1
→ -4% | -3% | 12% | -6% | i | i | 2% | -20 | -6%
C=C(C)CSc1nnc2n(Cc3ccccc3)c(=O)c3c4c(sc3n12)CCC4
→ -6% | 0% | 22% | 3% | i | -5% | 3% | 57 | 4%
CC(=O)N(Cc1ccc(F)cc1)C1=C(NCCc2ccccc2)C(=O)c2ccccc2C1=O
→ -16% | -64%[inhibitor] | u | u | i | -46%[inhibitor][57.5 µM] | u | -54* | -30%[inhibitor]
O=S1(=O)N=C(N/N=C/c2ccc(Br)o2)c2ccccc21
→ 0% | 10% | -13% | -3% | i | -8% | 0% | -16 | 1%
COc1cc(CC(=O)NCc2cccs2)cc(OC)c1OC
→ 5% | 0% | -15% | 19% | i | i | 3% | -6 | -12%
CCc1ccc(C(=O)OCC(=O)N(CC)c2c(N)n(Cc3ccccc3)c(=O)[nH]c2=O)cc1
→ 0% | -20% | 2% | -12% | i | i | -12% | 17 | -9%
CSCC[C@H](NC(=O)c1ccc(OCC2CCCO2)cc1)c1nc2ccccc2[nH]1 (stereo partly specified)
→ 14% | 3% | 13% | 7% | i | -4% | 18% | 24 | 8%
Cc1cc2n(n1)CCCN2C(=O)Nc1ccccc1F
→ x | -13% | 17% | 5% | x | u | -10% | x | x
CCOc1ccc(N2CC(c3nc4ccccc4n3Cc3cccc(C)c3)CC2=O)cc1 (stereo unspecified)
→ x | 27% | 28% | u | x | -17% | 9% | x | x
COC/C=C/C1=CC2=CC(=O)C(C)(OC(=O)c3cnc4ccccc4n3)C(=O)C2=CN1Cc1ccccc1 (stereo unspecified)
→ 2% | -1% | -10% | 22% | i | -41% | u | -65* | -1%
CCOc1ccc(NC(=O)CC2C(=O)N(c3ccc(OC)cc3)C(=O)N2CCc2cccs2)cc1 (stereo unspecified)
→ 0% | 0% | 0% | -24% | i | i | x | 13 | 11%
COc1ccc(CCNC(=O)CN(CCc2ccccc2)S(C)(=O)=O)cc1
→ 8% | 11% | 13% | -20% | i | -11% | 14% | 6 | 0%
CN1CCN(c2ccc(C(CC(N)=O)NC(=O)Cc3cccc4ccccc34)cc2[N+](=O)[O-])CC1 (stereo unspecified)
→ 1% | -12% | 2% | 3% | i | -16% | -5% | -23 | -6%
CCOC(=O)N1CCN(C/C(C)=C/c2ccccc2)CC1
→ 11% | 1% | -11% | 0% | x | i | 16% | u | 1%
CCc1ccc(CN(C)Cc2nc(-c3cccc(Cl)c3)no2)nc1
→ 13% | u | 13% | u | i | i | 13% | u | 19%
Cc1ccc(Cn2c(=O)n(CCCCC(=O)NCc3ccccc3Cl)c(=O)c3ccccc32)cc1
→ 1% | 0% | 18% | -12% | x | -23% | -16% | x | x
CCc1nnc(SCC(=O)Nc2ccc(NC(C)=O)cc2)n1-n1cccc1
→ 0% | -7% | -14% | 43%[activator] | i | -1% | 13% | -5 | -7%
COc1ccc(Nc2sc(C(=O)c3ccccc3)c(N)c2C(=O)Nc2cc(C)ccc2C)c(OC)c1
→ x | u | 9% | u | x | -13% | 10% | x | x
O=C(Cn1c(=O)n(Cc2ccc3c(c2)OCO3)c(=O)c2oc3ccccc3c21)Nc1ccccc1
→ x | -2% | 16% | 10% | x | -2% | -21% | x | x
COc1cccc(S(=O)(=O)N(C)C[C@H]2Oc3ncc(Br)cc3C(=O)N([C@H](C)CO)C[C@H]2C)c1
→ 4% | 1% | 0% | 21% | i | -21% | 31% | -13 | -1%
N#CCCN=C(NS(=O)(=O)c1ccccc1)c1ccccc1
→ -1% | -4% | 8% | 17% | i | i | 12% | -3 | -6%
COc1ccc(-c2csc(NC(=O)Nc3ccccc3)n2)cc1
→ 5% | -2% | 1% | -17% | i | -74%[inhibitor] | 4% | 11 | -5%
O=[N+]([O-])c1ccc2c(c1)nc1n2CCN(c2ccccc2)C1
→ -2% | -8% | 11% | 28% | i | i | u | -14 | -1%
CC(=O)c1ccc(OCCCC(=O)N2CCN(S(=O)(=O)c3cc(C)ccc3C)CC2)cc1
→ -6% | 8% | u | -27% | i | i | 35% | 14 | 14%
O=S(=O)(c1ccccc1)N(Cc1ccccn1)Cc1ccccn1
→ 5% | -8% | 0% | 6% | i | i | -32% | -1 | -12%
O=C(Nc1ccccc1C(=O)N1CCCCC1)C1CCCCC1
→ -2% | -2% | -9% | 39%[activator] | i | i | 8% | 9 | -2%
C/C(=N/OC(=O)c1ccccc1Br)c1ccc(C)cc1
→ -3% | -2% | 14µM* | u | i | -28% | 15% | -11 | -18%
NC(=O)CC(NC(=O)Cc1ccc(Br)cc1)c1ccc(NCc2ccccn2)c([N+](=O)[O-])c1 (stereo unspecified)
→ 1% | -10% | -4% | 14% | i | -19% | -8% | -5 | 7%
CCCC(c1nnnn1CCOC)N1CCN(Cc2ccccc2)CC1 (stereo unspecified)
→ 6% | -5% | -3% | 0% | i | -1%[57.5 µM] | 12% | u | -6%
COC(=O)CSc1nnc(CNC(=O)c2ccccc2OC)n1C
→ 0% | -5% | -25% | 2% | i | i | 22% | -11 | -7%
Cc1cc(-n2[nH]c(C)c(C)c2=O)nc(-c2ccccc2O)n1
→ 10% | 16% | 7% | -26% | i | -36%[inhibitor][57.5 µM] | 34% | u | u
COc1ccc(CCN=C(N)NS(=O)(=O)c2ccc(C)cc2)cc1OC
→ 21% | 0% | -25% | 68%[activator] | i | -2% | 13% | -25 | -1%
Cc1ccc2c(CC(=O)N3CCN(c4cccc(Cl)c4)CC3)coc2c1
→ x | 17% | -2% | u | x | -43%[inhibitor] | 10% | x | x
CC(=O)c1c(O)cc(=O)n(-c2ccccc2)c1-c1cccc2ccccc12
→ -25% | 4% | 2% | u | i | i | 12% | 0 | 6%
O=C(Nc1cccc(Br)c1)c1ccc(CN2CCc3ccccc3C2)cc1
→ 1% | 6% | -5% | 2.2µM* | i | -79%[inhibitor] | -1% | -56* | 0%
CCC(=O)NCc1c(Cl)cccc1-n1cccc1
→ 3% | 1% | -21% | 8% | i | i | 10% | 2 | -6%
O=C1C=C(c2ccccc2)C(c2ccccc2)C1 (stereo unspecified)
→ 8% | -8% | 13% | -18% | i | -7% | -3% | 5 | 10%
CCC(=O)c1ccc(N2CCN(C(=O)c3ccccc3Br)CC2)c(F)c1
→ 3% | -12% | 10%[9.22 µM] | u | i | -42%[inhibitor] | 38% | -10 | 19%
O=C1CSC(c2ccccc2)N1c1ccc([N+](=O)[O-])cc1 (stereo unspecified)
→ -1% | 0% | 0% | -10% | i | i | 16% | -2 | 1%
NC12NC(=O)C3(O)C4C5CC(C6C5C3C61)C42 (stereo unspecified)
→ -1% | 5% | 21% | 13% | i | -5% | 4% | -18 | 0%
Cc1ccc(NC(=O)c2cccc(OCc3c(C)noc3C)c2)cc1
→ 1% | 22% | u | 7% | i | -25% | 18% | 13 | -1%
COc1cc(NC(=O)CSCc2cnn(-c3ccccc3)c2-n2cccc2)cc(OC)c1
→ 1% | -4% | 26% | 3.2µM* | i | -12%[57.5 µM] | 36% | 63 | 11%
CCCc1cc(C(N)=O)c(NC(=O)c2cc(C)on2)s1
→ -6% | -44%[inhibitor] | u | 10% | i | -10%[57.5 µM] | 20% | 2 | 3%
Cc1cccc(CN2CCC(N3CC(C)OC(C)C3)CC2)c1 (stereo unspecified)
→ -6% | 9% | 6% | -29% | i | -21% | -4% | -10 | 7%
CC(C)CNC(=O)c1cccc(Cn2cc(Cl)cn2)c1
→ -10% | 11% | 17% | -6% | i | -2%[57.5 µM] | 10% | 9 | 5%
COC(=O)CS(=O)(=O)c1nc2ccccc2nc1N1CCCCC1
→ 1% | 3% | 20µM* | -28% | x | -16% | 21% | x | x
CC(=O)c1ccc(OCC(=O)NCCC2=CCCCC2)cc1
→ 14% | 12% | 18% | 0% | i | i | 3% | 13 | -7%
COC(=O)Cc1ccc(NC(=S)N2CCN(CCO)CC2)cc1
→ -3% | -11% | -3% | 6% | i | i | -3% | 9 | 1%
CCn1cc(C(=O)N[C@H](C(=O)NCCCN2CCOCC2)C(C)C)c(=O)c2cc3c(cc21)OCO3
→ 0% | 8% | -7% | 3% | i | -13% | 16% | 1 | 8%
CCN1CCN(C(=O)CCn2c(=O)c3cccn3c3cccnc32)CC1
→ -4% | -3% | -1% | 31%[activator] | i | i | 3% | 0 | 1%
CCCNC(=O)CSc1nc2ccccc2c(=O)n1CCC
→ 20% | 8% | -8%[0.397 µM] | -16% | i | 17% | 1% | -2 | 0%
COc1ccc(C(=O)OCC(=O)Nc2cccc(S(=O)(=O)N3CCCCCC3)c2)cc1[N+](=O)[O-]
→ -27% | -19% | -9% | u | i | -31%[inhibitor] | x | 8 | -4%
COc1ccccc1CNC(=O)CCCNC(=O)Cn1cnc2sc(C)c(C)c2c1=O
→ 0% | 0% | 4% | 3% | i | -6% | 14% | 14 | -1%
NS(=O)(=O)c1ccc(CNC(=O)c2cc(=O)c3ccccc3o2)cc1
→ 11% | 8% | -11% | 15% | i | -4% | 4% | -5 | -6%
Cc1c(NC(=O)COc2cccc(Cl)c2Cl)c(=O)n(-c2ccccc2)n1C
→ 5% | 19% | 0% | 10% | i | -5% | -4% | -13 | 1%
COc1ccc(NC(=O)CSc2ncnc3sc(C)cc23)cc1
→ 28% | -2% | 0% | 16% | i | -14% | 1% | 4 | -2%
N#Cc1ccc(S(=O)(=O)Nc2ccccc2N2CCOCC2)cc1
→ 9% | 2% | 18% | -2% | i | 0% | 8% | 12 | 0%[1.84 µM]
CCOC(=O)/C=C1\SCC(=O)N1CC(=O)Nc1ccccc1OC(F)F
→ 0% | 14% | 9% | 21% | i | i | 10% | -13 | -1%

These rows are one share of the data, so the mix of outcomes need not match the whole.
